CHO parental Ca = counter-screen for OX1R antagonists: effect in parental CHO cells; parental CHO-K1, ATP-induced calcium, Fluo-8 fluorescence; inhibition, % at 5.6 µM; 330,000 compounds, 0.63% hits; AID 463079;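 active means inhibition above that plate's mean sample inhibition plus 3 SD, cut at about 26% in these data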;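 further: 0% = ATP-challenged DMSO wells and 100% = DMSO wells without ATP; some compounds past the cut are filed as inactive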
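Material: Parental CHO cells | Reagent: ATP | Compound dosing: Single nominal dose of 5.6 µM per compound | Detection: Intracellular calcium via Fluo-8 no-wash fluorescent dye | Read-out: % inhibition of ATP-induced calcium mobilization | Benchmarks: Low control ATP plus DMSO, high control DMSO only | Replicates: Singlicate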
OXTR potentiate = potentiators of human oxytocin receptor; CHO-OTR cells, Fluo-8 calcium fluorescence, potentiator mode; 0% = oxytocin EC15, 100% = EC100; activation, % at 3 µM; 320,000 compounds, 0.061% hits; AID 2445;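 active means activation above that plate's cutoff, the mean activation of tested compounds plus 3 SD, cut at about 6.6% in these data, passing the limit was not always enough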;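 further: 100% uses oxytocin at 75 nM as the full agonist control; some results filed as inactive read as strong as hits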
Target sequence (P30559 whole entry, looked up): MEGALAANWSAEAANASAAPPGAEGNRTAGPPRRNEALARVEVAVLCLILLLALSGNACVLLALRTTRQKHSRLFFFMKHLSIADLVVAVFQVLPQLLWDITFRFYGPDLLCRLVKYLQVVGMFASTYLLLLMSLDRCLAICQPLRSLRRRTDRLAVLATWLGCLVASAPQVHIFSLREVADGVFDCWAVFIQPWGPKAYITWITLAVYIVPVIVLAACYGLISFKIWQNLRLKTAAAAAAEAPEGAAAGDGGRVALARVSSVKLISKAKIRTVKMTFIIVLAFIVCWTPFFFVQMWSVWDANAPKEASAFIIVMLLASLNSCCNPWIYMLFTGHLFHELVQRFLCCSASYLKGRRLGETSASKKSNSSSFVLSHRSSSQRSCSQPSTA
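Replication – single well per compound, singlicate · Assay system – CHO cell line stably expressing human OTR · Timing – 6 min pre-incubation, 100 s read · Measure – normalized max/min fluorescence ratio, % activation · Doses – 3.0 µM, one dose · Detection – Fluo-8 calcium dye fluorescence · Probe or stimulus – oxytocin near EC15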
M4 antag = antagonists of human muscarinic M4 receptor (CHRM4); P08173; CHO-hM4 cells, ACh EC80, Fluo-8 calcium fluorescence; inhibition, % at 3 µM; 360,000 compounds, 0.73% hits;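 active means inhibition above its plate's cutoff, the mean inhibition of sample wells plus 3 SD, cut at about 27% in these data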;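 further: 0% = acetylcholine EC80 with DMSO and 100% = DMSO without agonist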
Target sequence (P08173 whole entry, looked up): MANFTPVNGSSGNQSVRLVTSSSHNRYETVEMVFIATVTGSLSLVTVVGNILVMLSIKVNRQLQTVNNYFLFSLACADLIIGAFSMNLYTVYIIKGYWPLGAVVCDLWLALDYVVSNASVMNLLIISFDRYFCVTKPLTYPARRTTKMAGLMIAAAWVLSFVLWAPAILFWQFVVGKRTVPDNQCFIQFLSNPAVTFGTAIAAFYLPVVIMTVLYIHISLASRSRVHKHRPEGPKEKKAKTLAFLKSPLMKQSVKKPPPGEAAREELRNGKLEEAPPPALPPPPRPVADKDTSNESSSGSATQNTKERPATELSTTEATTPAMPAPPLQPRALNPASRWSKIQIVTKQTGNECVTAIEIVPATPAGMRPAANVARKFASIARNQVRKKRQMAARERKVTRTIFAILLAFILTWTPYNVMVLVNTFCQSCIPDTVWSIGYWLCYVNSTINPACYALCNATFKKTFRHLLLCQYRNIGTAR
M1 ag = agonists of human M1 muscarinic receptor. P11229. 360,000 compounds, 0.33% hits. CHO-K1 hM1, Fluo-8 calcium fluorescence, agonist mode; 0% DMSO, 100% acetylcholine EC100. activation, % at 3 µM. AID 588814;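 active means activation above the run's mean compound activation plus 3 SD, cut at about 16% in these data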;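 further: peak over basal fluorescence ratio within a 140 s kinetic read after compound addition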
M1 ag parental = nonselective activator or artifact in parental CHO-K1 cells; Fluo-8 calcium fluorescence; scaled to maximal ATP response, vehicle zero; activation, % at 3 µM; 360,000 compounds, 0.48% hits; AID 602248; in the data active means activation above about 15%;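 further: untransfected CHO-K1 host cells lacking M1 receptor as counterscreen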
CHO-K1 Ca antag = counter-screen for M1 antagonists: effect in parental CHO-K1 cells; 360,000 compounds, 0.6% hits; ATP-induced calcium, Fluo-8 fluorescence; inhibition, % at 3 µM; AID 602250;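 active means inhibition above a per-plate cutoff, the plate's mean sample inhibition plus 3 SD, cut at about 24% in these data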;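 further: 0% = DMSO plus EC80 ATP and 100% = DMSO alone without ATP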
CHRM1 antagonist = blocks human M1 muscarinic receptor; P11229; CHO-K1 hM1, Fluo-8 calcium fluorescence, ACh EC80 antagonist; inhibition, % at 3 µM; 360,000 compounds, 1.3% hits;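 active means percent inhibition above its own plate's cutoff, namely the mean of that plate's compound wells plus 3 SD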;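 further: peak over basal fluorescence ratio during 140 s after agonist addition; 0% = ACh EC80 plus DMSO and 100% = DMSO alone without agonist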
CHRM1 PAM = positive allosteric modulators of human M1 muscarinic receptor; P11229; CHO-K1 hM1, Fluo-8 calcium fluorescence, ACh EC20; 0% = ACh EC20, 100% = maximal ACh; activation, % at 3 µM; 360,000 compounds, 0.088% hits; in the data active means activation above about 19%, passing the limit was not always enough
M4 ag = agonists of human muscarinic M4 receptor (CHRM4); P08173; CHO-K1 hM4/Gqi5, Fluo-8 calcium fluorescence; vehicle 0%, full acetylcholine response 100%; activation, % at 3 µM; 360,000 compounds, 0.14% hits; AID 624127;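 active means activation above the run mean over all test wells plus 3 SD, cut at about 32% in these data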;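 further: peak over basal fluorescence ratio per well then scaled between controls; 0% = DMSO wells and 100% = acetylcholine at EC100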
The depositor's hits bear a star; / = no result given.

Values in the order: M1 ag | M4 ag | CHO-K1 Ca antag | CHRM1 antagonist | OXTR potentiate | CHO parental Ca | M1 ag parental | M4 antag | CHRM1 PAM
- Cc1cccc(N(C)C(=O)c2cc(S(=O)(=O)N3CCCC3)cn2C)c1
  -5 | 2 | -9 | -14 | -6 | -8 | 0.2 | 4 | 6
- O=C(Nc1cc(C(F)(F)F)ccc1N1CCOCC1)c1ccc(Cl)nc1
  -2 | 4 | -6 | -9 | 0 | -25 | 1.3 | 0 | 6
- C=CCN(C(=O)CC(NC(C)=O)c1ccccc1)c1nc(-c2ccc(S(C)(=O)=O)cc2)cs1 (stereo unspecified)
  -1 | 3 | -14 | -8 | -2 | -22 | 0.8 | 1 | 8
- O=C(O)[C@@H]1CC(O)CN1C(=O)CCc1c[nH]c2ccccc12 (stereo partly specified)
  -3 | 0 | -13 | 0 | / | / | 0.8 | -16 | 2
- N#C/C(=C\c1cccnc1)c1ccccn1
  -5 | 14 | -2 | 7 | 1 | -3 | 5.0 | 1 | -1
- COc1cc(CC(=O)OCC(=O)NCc2ccco2)cc(OC)c1OC
  -2 | 1 | -7 | 6 | -7 | 7 | 0.6 | 6 | 0
- Cc1ccccc1C(=O)Nn1cnc2ccccc2c1=O
  -4 | 1 | 3 | -12 | 4 | -13 | 1.6 | 0 | 12
- CC(=O)Nc1cncc(-c2ccccc2F)n1
  -4 | 1 | 5 | -2 | / | / | 0.4 | -4 | 2
- CCOc1ccc(N(CC(=O)Nc2cccc(OC)c2)S(=O)(=O)c2c(C)noc2C)cc1
  -5 | 7 | 11 | 5 | -8 | 0 | 0.9 | 15 | -6
- NC(=O)Cc1ccc2sc(-c3ccccc3)nc2c1
  -8 | 2 | 1 | -5 | / | / | 0.6 | -12 | 3
- O=C1N(CC(=O)N2CCc3ccccc32)CCN1Cc1ccccc1Cl
  -6 | 1 | -9 | -38 | -8 | -22 | 0.2 | 1 | 3
- O=C(COC(=O)CCCN=C1NS(=O)(=O)c2ccccc21)NNC(=O)c1ccccc1
  0 | 1 | -11 | -11 | 0 | 17 | 0.8 | 0 | 9
- C/C=C/c1ccc(OCCSc2nc(C)cc(=O)[nH]2)c(OC)c1
  2 | -1 | -3 | -14 | -7 | -8 | 0.2 | -7 | 9
- C=CCN(CC(=O)O)S(=O)(=O)c1ccccc1C(F)(F)F
  -3 | 1 | -8 | -2 | -1 | -7 | 0.1 | -7 | 5
- N#C/C(=N\Nc1ccccc1F)C(=N)N1CCCCC1
  0 | 1 | -3 | -7 | -4 | 11 | 1.0 | 6 | 13

Remaining list, next part:
Values in the order: M1 ag | M4 ag | CHO-K1 Ca antag | CHRM1 antagonist | OXTR potentiate | CHO parental Ca | M1 ag parental | M4 antag | CHRM1 PAM
- CCOC(=O)C1CCCC12Nc1cccc3cccc(c13)N2 (stereo unspecified)
  -6 | 3 | -14 | -7 | / | / | 1.5 | -11 | 2
- Nc1cc(=O)nc(SCC(=O)N2CCN(c3ccccc3)CC2)n1-c1ccc(F)cc1
  -1 | 1 | -11 | -11 | 0 | -6 | 0.7 | -9 | 4
- C(=C\c1nc(-c2cccnc2)no1)/c1ccccc1
  -5 | 2 | 6 | 3 | -7 | -6 | 1.6 | 6 | 1
- CCOC(=O)/C=C1\SCC(=O)N1CC(=O)NC1CCCCC1
  -1 | 1 | -11 | -25 | -2 | -2 | 0.1 | -10 | 21
- S=c1[nH]nc(COc2cccc3ccccc23)n1Cc1ccccc1
  -4 | 0 | -15 | -10 | -2 | -1 | 0.8 | -5 | 3
- COC(=O)c1cccc(NC(=O)CCCOc2cccc(C)c2)c1
  -2 | 7 | -20 | -6 | -6 | -9 | 3.7 | -7 | 7
- O=C(O)c1ccc2c(c1)CCC2
  -6 | 0 | 0 | -7 | 8 | -15 | 5.4 | -9 | 10
- CCCc1c(C)c(C#N)c2nc3ccccc3n2c1NCCCN1CCOCC1
  -5 | 2 | 2 | 2 | -12 | -5 | 0.1 | -15 | 6
- CCOC(=O)C1CCCN(CC(=O)Nc2c(C(=O)OC)[nH]c3ccc(C)cc23)C1 (stereo unspecified)
  2 | 1 | 1 | -7 | -8 | -24 | 0.7 | 3 | 4
- O=C(NCc1cccs1)C1CC1
  -2 | 2 | 2 | 1 | -3 | 5 | -0.2 | -6 | 3
- COc1ccc(NC(=O)CSc2ccc3ccccc3c2)cc1S(=O)(=O)N1CCCCC1
  -2 | 8 | -8 | -9 | -6 | 0 | 4.5 | 2 | 4
- Cc1ccc(CNC(=O)CSc2nccn(-c3ccc(C)c(F)c3)c2=O)cc1
  -2 | 1 | -6 | 8 | 7 | -23 | 0.4 | 1 | 1
- O=C(COC(=O)Cn1cnc2ccccc21)Nc1ccc2c(c1)OCCO2
  0 | 1 | -4 | -11 | -8 | -8 | 0.3 | -9 | 0
- COc1cccc(NC(=O)CN(C)C(=O)C2CCN(C(=O)c3ccccc3C)CC2)c1
  -4 | 0 | 14 | 0 | -5 | -1 | 0.9 | 3 | -1
- O=C(COC(=O)c1ccc([N+](=O)[O-])cc1Cl)NCc1ccco1
  -4 | 0 | -8 | -6 | -8 | -4 | 0.0 | -12 | 9

Single records, from the list above. Order of screens: M1 ag, M4 ag, CHO-K1 Ca antag, CHRM1 antagonist, OXTR potentiate, CHO parental Ca, M1 ag parental, M4 antag, CHRM1 PAM
`O=C(O)c1ccc2c(c1)CCC2` across the screens: -6, 0, 0, -7, 8, -15, 5.4, -9, 10
`O=C(COC(=O)c1ccc([N+](=O)[O-])cc1Cl)NCc1ccco1` across the screens: -4, 0, -8, -6, -8, -4, 0.0, -12, 9
`COc1cccc(NC(=O)CN(C)C(=O)C2CCN(C(=O)c3ccccc3C)CC2)c1` across the screens: -4, 0, 14, 0, -5, -1, 0.9, 3, -1
`CCOC(=O)C1CCCC12Nc1cccc3cccc(c13)N2` (stereo unspecified) across the screens: -6, 3, -14, -7, /, /, 1.5, -11, 2
`C(=C\c1nc(-c2cccnc2)no1)/c1ccccc1` across the screens: -5, 2, 6, 3, -7, -6, 1.6, 6, 1

Continuation.
Values in the order: M1 ag | M4 ag | CHO-K1 Ca antag | CHRM1 antagonist | OXTR potentiate | CHO parental Ca | M1 ag parental | M4 antag | CHRM1 PAM
- CCOC(=O)N1CCN(C(=O)CN(c2ccc(OC)c(OC)c2)S(C)(=O)=O)CC1
  -3 | 0 | 11 | -6 | -4 | -11 | 0.0 | -4 | 3
- CN(Cc1ccccc1)S(=O)(=O)c1ccc(Cl)c(C(=O)O)c1
  -2 | 0 | -8 | -5 | -18 | -16 | 1.1 | -1 | 5
- O=C(CCCSc1nc2ccccc2[nH]1)NCc1ccco1
  -2 | 1 | 15 | 11 | -4 | -16 | 0.0 | 0 | -4
- CCC(=O)OC1(C)C(=O)C=C2C=C(C3CC3)OC=C2C1=O (stereo unspecified)
  -1 | 7 | -22 | -5 | -1 | -3 | 0.4 | -14 | 5
- O=C(NCCC1=CCCCC1)C1CCC(=O)N(Cc2ccc(Cl)cc2)C1 (stereo unspecified)
  -5 | 1 | -10 | -4 | -7 | -25 | -0.1 | -9 | 2
- NC(=O)c1ccc(SCC(=O)OCC(=O)N2CCCCC2)c([N+](=O)[O-])c1
  1 | 2 | -1 | -14 | -9 | 22 | -0.2 | -17 | 15
- O=C(COC(=O)c1cc2ccccc2oc1=O)Nc1ccc(F)cc1F
  -2 | 0 | -8 | -8 | 5 | -4 | 0.1 | -6 | 5
- CSc1ccc(S(=O)(=O)N2CCC(C(=O)NCc3cccnc3)CC2)cc1
  -5 | 2 | -6 | -19 | -4 | -3 | 0.6 | -3 | 18
- CC(NC(=O)CSCc1ccc(Br)cc1)c1ccccc1 (stereo unspecified)
  -5 | -1 | -14 | -3 | -2 | -8 | 3.7 | -1 | 2
- CN(CCc1cnn(C)c1)Cc1cn(C)nc1-c1ccccc1F
  -3 | 3 | -10 | 4 | -10 | -8 | 0.7 | -6 | 2
- O=C(c1ccccc1Cl)N1N=C(c2ccc(Br)cc2)CC1c1nc2ccccc2[nH]1 (stereo unspecified)
  -4 | 0 | -10 | -10 | -11 | -14 | 0.2 | 0 | 6
- Cc1cccc(N(CC(=O)N2CCCCCC2)S(C)(=O)=O)c1
  -3 | 2 | 3 | -1 | -5 | -3 | 0.5 | -23 | 2
- COc1ccc(Nc2nc(Nc3ccc(OC)cc3)nc(SC3=NCCS3)n2)cc1
  -5 | 1 | 3 | 9 | -8 | -4 | 0.2 | 13 | -3
- CC(C)CN(C(=O)COC(=O)CN1C(=O)c2ccccc2C1=O)c1c(N)n(Cc2ccccc2)c(=O)[nH]c1=O
  -2 | 1 | 1 | -7 | -15 | -14 | 0.2 | -3 | 6
- N#C/C(=C\c1ccc(O)c(O)c1)S(=O)(=O)c1ccccc1
  2 | 1 | 2 | -20 | -8 | -6 | 1.1 | -1 | 9

Results in CHO parental Ca, CHRM1 PAM and CHRM1 antagonist (2 entries from above):
smiles,CHO parental Ca,CHRM1 PAM,CHRM1 antagonist
CCC(=O)OC1(C)C(=O)C=C2C=C(C3CC3)OC=C2C1=O (stereo unspecified),-3,5,-5
N#C/C(=C\c1ccc(O)c(O)c1)S(=O)(=O)c1ccccc1,-6,9,-20

Continued:
Values in the order: M1 ag | M4 ag | CHO-K1 Ca antag | CHRM1 antagonist | OXTR potentiate | CHO parental Ca | M1 ag parental | M4 antag | CHRM1 PAM
- CCc1nc(C)cn1S(=O)(=O)c1ccc([N+](=O)[O-])cc1
  -2 | 0 | 5 | 5 | -4 | 1 | -0.3 | 3 | -7
- NS(=O)(=O)c1ccc(CCNC(=O)CSc2nc3ccsc3c(=O)n2CC(=O)O)cc1
  -6 | 0 | -3 | -13 | 3 | -1 | 0.8 | 6 | 4
- O=C(COC(=O)c1cccc(NS(=O)(=O)/C=C/c2ccccc2)c1)Nc1ccccc1OC(F)F
  0 | 5 | 4 | 8 | -15 | -20 | 1.2 | -6 | -3
- CCOC(=O)C1=C(CN2CCN(C(=O)c3ccco3)CC2)NC(=O)NC1c1ccc(OC)cc1 (stereo unspecified)
  -3 | 1 | -10 | -8 | 3 | -15 | 0.7 | 10 | 6
- COc1ccc(COc2cc(-c3cccc(OC)c3)nc3ccc(NC(=O)c4cccnc4)cc23)cc1
  -2 | 3 | -10 | 31 | -16 | 3 | 0.2 | -3 | -19
- COC(=O)CSc1nnc(NC(=O)c2ccc3c(c2)OCO3)s1
  0 | 1 | -9 | -13 | -5 | -13 | 1.2 | -8 | 13

Fetched by compound from the list above, 3 records:
Values in the order: M1 ag | M4 ag | CHO-K1 Ca antag | CHRM1 antagonist | OXTR potentiate | CHO parental Ca | M1 ag parental | M4 antag | CHRM1 PAM
- CCOC(=O)C1=C(CN2CCN(C(=O)c3ccco3)CC2)NC(=O)NC1c1ccc(OC)cc1 (stereo unspecified)
  -3 | 1 | -10 | -8 | 3 | -15 | 0.7 | 10 | 6
- COc1ccc(COc2cc(-c3cccc(OC)c3)nc3ccc(NC(=O)c4cccnc4)cc23)cc1
  -2 | 3 | -10 | 31 | -16 | 3 | 0.2 | -3 | -19
- CCc1nc(C)cn1S(=O)(=O)c1ccc([N+](=O)[O-])cc1
  -2 | 0 | 5 | 5 | -4 | 1 | -0.3 | 3 | -7

Source: PubChem (The Scripps Research Institute Molecular Screening Center)
